Growth percent in the NCI-60 one-dose screen (48 h, 10 µM unless noted): 100 = growth as untreated, 0 = no growth, -100 = all killed.
SW-620 = SW-620 colon cancer. 5.2% of 82,000 active. AID 1794795
COLO 205 = COLO 205 colon cancer | 7.3% of 79,000 active
HCT-15 = HCT-15 colon cancer | 5.2% of 82,000 active | AID 1794746
HCC-2998 = HCC-2998 colon cancer. 4.7% of 79,000 active. AID 1794799
KM12 = KM12 colon cancer cells | 5% of 82,000 active | AID 1794800
HCT-116 = HCT-116 colon cancer; 7.3% of 82,000 active
SNB-75 = SNB-75 CNS cancer; 5% of 79,000 active; AID 1794750
A498 = A498 renal cancer cells; 5.4% of 76,000 active; AID 1794774
HT29 = HT29 colon cancer. 7.4% of 81,000 active
The depositor's hits bear a star; . = no result given; & = joins results of further samples. How the source made its calls: active means growth percent below 10; inactive means the rest.

SMILES	SW-620	COLO 205	HCT-15	HCC-2998	KM12	HCT-116	SNB-75	A498	HT29
CCCOC(=O)N[C@H]1CCc2c(Cl)c(OC)c(OC)c(OC)c2-c2ccc(SC)c(=O)cc21	20	0.2*	13	23	-6.7*	0.9*	31	.	15
COC(=O)c1nc(-c2ccccc2)oc1N1CCOCC1	106	110	100	95	110	103	74	99	99
O=[N+]([O-])c1ccc(CCc2ccc([N+](=O)[O-])cc2)cc1	110	104	101	104	100	109	95	91	104
CCN(CC)CCSSCCN(CC)CC	107	99	106	.	107	90	93	96	96
CCCCCCCNC1=C(c2ccccc2)C(=O)C(NCCCCCCC)=C(c2ccccc2)C1=O	103	103	99	107	102	96	109	98	104
O=C1c2ccccc2-c2cc(Br)ccc2NC1O (configuration not stated)	106	117	105	110	120	101	91	82	110
Cc1ccc2oc(=O)cc(C3C4=C(CCCC4=O)OC3c3cc(=O)oc4ccc(Cl)cc34)c2c1 (configuration not stated)	109	105	98	96	107	108	97	108	101
CCOC(=O)C1=C(C)O/C(=C/C=C/c2ccccc2)C1=O	104	113	102	113	97	107	84	98	104
Cc1ccc(C(=O)C2=Cc3cc4ccccc4n3Cc3cnnn32)cc1	105	111	107	99	83	94	.	107	106
CCOC(=O)C(C(=O)OCC)C(c1ccc(Cl)cc1)c1ccccc1Cl (configuration not stated)	99	104	101	105	101	85	87	92	105
N#CCCP(=O)(O)CCC#N	101	113	101	106	102	102	94	100	102
C=CCOC(=O)c1ccc(Cl)cc1	108	109	111	105	107	112	101	99	109
S=c1[nH]nc(-c2cc3ccc2CCc2ccc(cc2)CC3)n1-c1cccnc1	101	104	95	111	98	96	.	92	85
Cc1[nH]c2ncnc(Oc3ccc(NC(=O)Nc4ccc(Cl)cc4)cc3)c2c1C	109	111	87	116	87	105	87	92	89
O=C1c2ccccc2-c2ccc(-c3ccc4c5c(cccc35)C(=O)c3ccccc3-4)c3cccc1c23	102	108	100	112	108	104	79	110	106
CN1CC(c2ccc(Br)cc2)C(C(=O)c2cccc(O)c2)C12C(=O)c1ccccc1C2=O (configuration not stated)	100	114	105	102	108	107	90	114	110
COc1ccc(/C=C\C(=O)c2ccc(-c3ccccc3)cc2)cc1	107	110	107	106	105	95	105	105	100
c1ccc2c(c1)Sc1ccccc1S2	104	111	105	92	108	106	90	94	105
CC(C)=Cc1cc(-c2cc(C=C(C)C)nc(N)n2)nc(N)n1	106	110	101	122	108	99	122	110	115
CCCCS(=O)(=O)OCc1cc(=O)c(O)co1	97	106	93	120	99	90	105	102	104
Nc1nc(N)c(N=Nc2ccc(C(=O)O)cc2)c(N)n1	91	117	109	100	115	95	103	96	105
Cc1cc(Cl)nc(/N=C(/N)Nc2ccc(Cl)cc2)n1	93	92	99	96	92	82	92	102	97
COc1cc2c3c(c1OC)C(=O)CC3CCCC2 (configuration not stated)	111	112&107	102&101	108&94	106&104	103&106	90&93	88	100&110
NS(=O)(=O)c1ccc(N2N=C(c3ccc(Cl)c(Cl)c3)CC2c2cn(-c3ccccc3)nc2-c2ccc(Cl)cc2)cc1 (configuration not stated)	96	96	74	81	69	49	90	67	66
CC1(C)OC2C(O1)[C@H](c1c[nH]c3ccccc13)c1[nH]c3ccccc3c1[C@H]2c1c[nH]c2ccccc12 (some centres not stated)	98	100	94	104	89	69	81	.	99
O=C1NN(c2ccccc2)C(c2cccnc2)=N/C1=C\c1ccccc1	85	103	92	92	94	96	80	27	94
CCN1CCN(c2cc(C)nc(N(CCCNc3ccnc4cc(Cl)ccc34)Cc3cccs3)n2)CC1	-8.2*	-80*	3.1*	-27*	35	11	-5.9*	-14*	1.8*
O=C(CCCCn1ccc(=O)[nH]c1=O)Nc1ccc(C(=O)O)c(O)c1	102	100	105	107	112	108	96	121	107
O=C1NN(C(=O)c2ccc(O)cc2)C(c2ccccc2)=N/C1=C\c1ccc(F)cc1	100	110	98	91	100	90	.	100	108
O=C(O)c1ccc2c3c(ccc(C(=O)O)c13)CC2	113	109	95	108	108	108	88	97	99

Entries of single compounds, looked up by structure:
Entry for N#CCCP(=O)(O)CCC#N = SW-620: 101; COLO 205: 113; HCT-15: 101; HCC-2998: 106; KM12: 102; HCT-116: 102; SNB-75: 94; A498: 100; HT29: 102
Entry for COc1cc2c3c(c1OC)C(=O)CC3CCCC2 (configuration not stated) = SW-620: 111; COLO 205: 112&107; HCT-15: 102&101; HCC-2998: 108&94; KM12: 106&104; HCT-116: 103&106; SNB-75: 90&93; A498: 88; HT29: 100&110

Grouped by structure, the compounds so far containing a COOH group.
SMILES	SW-620	COLO 205	HCT-15	HCC-2998	KM12	HCT-116	SNB-75	A498	HT29
Nc1nc(N)c(N=Nc2ccc(C(=O)O)cc2)c(N)n1	91	117	109	100	115	95	103	96	105
O=C(CCCCn1ccc(=O)[nH]c1=O)Nc1ccc(C(=O)O)c(O)c1	102	100	105	107	112	108	96	121	107
O=C(O)c1ccc2c3c(ccc(C(=O)O)c13)CC2	113	109	95	108	108	108	88	97	99

The listing picks up; the 2 compounds before the break are reprinted first.
SMILES	SW-620	COLO 205	HCT-15	HCC-2998	KM12	HCT-116	SNB-75	A498	HT29
O=C1NN(C(=O)c2ccc(O)cc2)C(c2ccccc2)=N/C1=C\c1ccc(F)cc1	100	110	98	91	100	90	.	100	108
O=C(O)c1ccc2c3c(ccc(C(=O)O)c13)CC2	113	109	95	108	108	108	88	97	99
COc1cccc(-c2nn(C(C)(C)C)cc2-c2ccnc(NCCNS(=O)(=O)c3cccc4ccccc34)c2)c1	102	112	102	103	101	92	78	79	103
CCN1CC2=C(Nc3nc(SC)[nH]c(=O)c3C2c2cc(OC)c(OC)c(OC)c2)/C(=C/c2cc(OC)c(OC)c(OC)c2)C1 (configuration not stated)	102	113	104	102	98	93	92	104	99
CCOC(=O)c1cc2c(n1Cc1cc(OC)c(OC)c(OC)c1)-c1nc(N)sc1CCC2	43	40	36	73	31	34	60	7.3*	19
O=C(c1cc(-c2ccc(Cl)cc2)nc2ccccc12)N1N=C(c2ccc(Cl)cc2)CC1c1cc(-c2ccccc2)nn1-c1ccccc1 (configuration not stated)	84	79	62	88	69	65	77	97	104
CCOC(=O)c1c(C)nc2c(c1N)C(=O)C(=O)N2Cc1ccc(F)cc1	34	95	31	92	36	23	77	76	63
O=C(Nc1ccccc1O)c1ccc(Oc2cccc(C(=O)Nc3ccccc3O)c2)cc1	18	93	32	21	16	9.7*	31	21	78
COc1cc(CC(CC(=O)O)C(=O)O)cc(OC)c1OC (configuration not stated)	94	96	96	104	102	98	102	84	94
C=C1C(=O)O[C@H]2[C@H]1CC/C(COC(=O)CSCCSCC(=O)OC/C1=C/CC[C@@]3(C)O[C@H]3[C@H]3OC(=O)C(=C)[C@@H]3CC1)=C\CC[C@@]1(C)O[C@@H]21	2.8*	-38*	-18*	26	51	-32*	57	89	0.0*
O=C(CS(=O)(=O)c1ccc(Cl)cc1)Nc1ccccc1C(=O)O	106	112	104	116	101	101	94	111	112
CC1SCCN(c2ccccc2)C1=O (configuration not stated)	98	123	103	108	101	102	98	102	105
Cc1cc(C)c(S(=O)(=O)/N=c2/n(-c3ccccc3)nc3n2CCN3C2=NCCN2)c(C)c1	85	-29*	90	61	85	56	74	62	58
CN(C)c1cccc2c(S(=O)(=O)Nc3cccc(-c4csc(N)n4)c3)cccc12	94	101	97	107	87	91	91	85	96
COc1ccc2cc(-c3ccnc4[nH]c(=S)[nH]c(=O)c34)ccc2c1	104	123	90	100	89	91	96	63	98
CN(C)c1ccc(/C=C2/SC(=O)N(c3nc(N4CCCC4)nc(N4CCCC4)n3)C2=O)cc1	100	117	109	102	100	95	95	70	103
COc1ccc(C(c2ccc(OCCN(C)C)cc2)c2cc3ccccc3c3ccccc23)cc1 (configuration not stated)	-47*	-51*	-31*	-20*	19	-75*	87	101	-7.4*
COc1ccc(C2C(C#N)=C(N)Oc3c2ccc2ccccc32)c(OC)c1 (configuration not stated)	66	111	63	95	69	85	17	.	107
O=C(c1ccc(O)cc1)C1[C@H](c2ccc(Cl)cc2)[C@@H](c2ccccc2)NC12C(=O)Nc1ccccc12 (some centres not stated)	-13*	-83*	-71*	-61*	-14*	-77*	44	-2.6*	-66*
Cc1cc(C(F)(F)F)ccc1C(=O)Nc1sc2c(c1C#N)CCC(=O)C2	-34*	-94*	-69*	-11*	-9.0*	5.4*	-5.5*	85	-28*
COc1ccc(NC(=O)c2ccc(C(=O)Nc3ccc(OC)cc3OC)cc2)c(OC)c1	98	115	81	72	103	78	-39*	59	90
Cc1ccc(S(=O)(=O)c2nc(-c3ccccc3)oc2S(C)=O)cc1 (configuration not stated)	-55*	-79*	-53*	71	50	-20*	67	76	-32*
c1ccc(COC(Cc2ccccc2)OCc2ccccc2)cc1	107	111	96	98	97	92	85	90	95
CC(=O)Nc1ccc(/C(C#N)=C/c2ccc(N(C)CCC#N)cc2)cc1	110	115	90	113	95	102	89	.	97
Cc1cc2c(c(C)c1Cl)C(=O)/C(=C/c1ccccc1Cl)O2	99	107	114	96	100	95	89	93	98
COc1ccc(/C=c2\c(=O)n(-c3ccccc3)c3nn4c(n23)=NNC(=S)N=C4c2ccccc2)cc1	102	111	107	113	104	103	63	85	118
CC(C)CCc1nc2ccc(NCc3ccc(Cl)cc3)cc2[nH]1	87	91	70	85	88	65	83	80	71
C#Cc1nc(C2=C(C)C(O)/C(=N/O)C2)cs1 (configuration not stated)	123	128	88	117	43	100	-86*	.	113
CNC(=O)c1cc(-c2ccc(NC(=O)Nc3ccc(N4CCOCC4)c(C(F)(F)F)c3)cc2)nc2cccnc12	72	85	34	80	.	52	68	80	55
CCCC(=O)Nc1sc2c(c1C(N)=O)CCCC2	106	113	102	91	102	95	100	106	85
Cc1cc(C(=O)C(C(c2ccccc2)N2CCOCC2)N2CCOCC2)ccc1Cl (configuration not stated)	105	101	106	.	101	93	92	97	95
CCOC(=O)c1ccc(NC(=S)NC(=O)c2ccc(NC(=O)c3ccc(C)cc3)cc2)cc1	108	88	77	103	88	79	75	128	99
CN(C)c1ccc(/C=N/Nc2nc(Nc3ccccc3)nc(Nc3ccc(S(N)(=O)=O)cc3)n2)cc1	83	99	79	105	66	54	88	86	57
CC(C)OC(=O)COc1ccc(F)cc1F	124	125	96	109	110	98	98	102	113
Nc1ccc(Nc2ccncc2)cc1	112	109	104	103	109	102	100	113	101
CSc1cc(C)nc(N)n1	110	117	104	104	107	107	102	99	98
CC1(C)CC(=O)C2=C(O)C(=O)C=CC2(O)O1 (configuration not stated)	88	124	99	91	96	94	103	94	97
CCCN1C(=O)C(O)(CC(=O)c2cc3ccccc3oc2=O)c2ccccc21 (configuration not stated)	73	114	68	119	90	69	144	167	102
CCN1CCN(C(C(=O)NC(C)(C)C)c2ccc(Cl)cc2)C(=O)c2ccccc2C1=O (configuration not stated)	100	104	106	99	104	93	91	.	94
COc1cc2ncnc(NN3CCN(CCO)CC3)c2cc1OC	111	106	112	108	99	106	94	114	101
N/C(=N\S(=O)(=O)c1cccc2cccnc12)Nc1nc2ccccc2s1	90	79	85	102	87	81	.	115	84
